FLuc counter: counter-screen for miR-21 project: firefly luciferase inhibitors or activators | P08659 | purified FLuc, Km substrates, luminescence inhibition | Potency, µM (series often up to 57.5 µM), without a hit: at the highest dose activity change, negative = inhibition, usual class: inhibitors | 360,000 tested, 6.9% active | AID 588342;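 also: plate controls were vehicle for no effect and reference inhibitor for full effect; nearly all actives have a fitted effect of over 55% in size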
Target sequence (P08659 whole entry, looked up): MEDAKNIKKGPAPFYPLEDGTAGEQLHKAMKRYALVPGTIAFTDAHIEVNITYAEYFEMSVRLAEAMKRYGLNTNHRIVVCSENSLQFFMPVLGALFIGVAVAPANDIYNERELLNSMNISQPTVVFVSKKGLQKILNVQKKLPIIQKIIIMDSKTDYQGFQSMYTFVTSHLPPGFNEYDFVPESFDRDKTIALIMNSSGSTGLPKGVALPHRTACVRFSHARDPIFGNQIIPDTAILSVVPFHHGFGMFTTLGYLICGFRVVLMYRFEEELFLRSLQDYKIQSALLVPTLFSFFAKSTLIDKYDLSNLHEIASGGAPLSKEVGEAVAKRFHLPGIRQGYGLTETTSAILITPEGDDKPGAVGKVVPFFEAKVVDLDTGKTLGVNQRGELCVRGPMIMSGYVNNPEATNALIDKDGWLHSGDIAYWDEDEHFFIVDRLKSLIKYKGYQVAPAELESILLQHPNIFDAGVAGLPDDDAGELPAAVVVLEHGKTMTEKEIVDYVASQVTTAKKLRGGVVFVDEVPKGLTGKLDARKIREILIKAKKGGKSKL
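Purified P. pyralis luciferase (10nM final) with 10uM D-luciferin and 10uM ATP (Km levels) in 50mM Tris acetate pH 7.5, 10mM Mg acetate, 0.01% Tween-20, 0.05% BSA; qHTS 6-point titration, ~60 µM downward; luminescence read.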
ELG1 genotox: genotoxicity induction in ELG1-luciferase HEK293T cells. 330,000 tested, 1.3% active. HEK293T ELG1-luciferase reporter, luminescence, 16 h. Potency, µM (doses to about 46 µM), without a hit: at the highest dose activity change, positive = activation, usual class: activators. AID 504466; also: % of control where 0% means no effect; nearly all actives have a fitted effect of over 60% in size
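HEK293T cells expressing luciferase-tagged ELG1 were treated with compound or DMSO for 16 hr at 37°C. Luciferase activity was then read after 30 min with ONE-Glo at room temperature; rising signal flags genetic stress.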
VP16 counter: Gal4-VP16 reporter inhibition counter-screen | 310,000 tested, 3.5% active | Potency, µM (highest dose often 53.6 µM), for inactives: at the highest dose activity, negative = inhibition, most hits filed as inhibitors | AID 2546 | Drosophila S2 Gal4-VP16 UAS-luciferase, luminescence, 20 h;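 also: Gal4-VP16 expression switched on by copper sulfate through the metallothionein promoter; % is scaled to controls: 0 for no effect and ±100 for the full control effect; nearly all actives have a fitted effect of over 50% in size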
MBNL1 CUG block: inhibitors of human MBNL1 binding to CUG repeat RNA; Q9NR56; TR-FRET MBNL1-His/biotin-(CUG)12 binding, 665/545 ratio; Potency, µM (doses to about 57.5 µM), for inactives: top-dose activity change, negative = inhibition, hits mostly inhibitors; 280,000 tested, 0.036% active; AID 2675; active = well fitted inhibition curve with a large enough effect in the signal ratio, with a control signal flat, not every such curve was filed as active; inconclusive = small, poorly fitted or top-dose-only effect, or effect the other way, or a change in a side signal; inactive = no such curve, though single readings can be large or run the other way; the % refers to the signal ratio; also: % is scaled to controls: 0 for no effect and ±100 for the full control effect
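TR-FRET between His-tagged MBNL1 and biotin-(CUG)12 RNA, detected with Tb anti-His antibody (0.055 ng/ul) and streptavidin-XL665 (5 nM), 60 min at room temperature. Compounds titrated 92 nM to 58 uM; 665/545 nm ratio normalized to buffer and complex controls.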
NPC1 promoter act: activates the NPC1 promoter | 320,000 tested, 2.4% active | Potency, µM (highest dose often 9.22 µM), inactives show at the highest dose activation, hits mostly activators | Huh7 NPC1 promoter luciferase reporter, 24 h;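 also: % of control where 0% means no effect; nearly all actives have a fitted effect of over 60% in size; reporter is driven by a mutant NPC1 promoter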
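Stably transfected Huh7 (NPC1 promoter→luciferase), 1500 cells/well in Opti-MEM + 10% FBS, 2 h settle, then compound 24 h at 37 °C. Luminescence after 10 min with Amplite reagent.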
RORg inh: inhibitors of mouse ROR gamma transcriptional activity; P51450; 310,000 tested, 5.4% active; AID 2551; Drosophila S2 Gal4-RORgamma UAS-luciferase reporter, 20 h; Potency, µM (top dose mostly 53.6 µM), for the others: at the highest dose activity change, negative = inhibition, hits mostly inhibitors; also: % is scaled to controls: 0 for no effect and ±100 for the full control effect; nearly all actives have a fitted effect of over 60% in size
Target sequence (P51450 whole entry, looked up, the tested form may be a part): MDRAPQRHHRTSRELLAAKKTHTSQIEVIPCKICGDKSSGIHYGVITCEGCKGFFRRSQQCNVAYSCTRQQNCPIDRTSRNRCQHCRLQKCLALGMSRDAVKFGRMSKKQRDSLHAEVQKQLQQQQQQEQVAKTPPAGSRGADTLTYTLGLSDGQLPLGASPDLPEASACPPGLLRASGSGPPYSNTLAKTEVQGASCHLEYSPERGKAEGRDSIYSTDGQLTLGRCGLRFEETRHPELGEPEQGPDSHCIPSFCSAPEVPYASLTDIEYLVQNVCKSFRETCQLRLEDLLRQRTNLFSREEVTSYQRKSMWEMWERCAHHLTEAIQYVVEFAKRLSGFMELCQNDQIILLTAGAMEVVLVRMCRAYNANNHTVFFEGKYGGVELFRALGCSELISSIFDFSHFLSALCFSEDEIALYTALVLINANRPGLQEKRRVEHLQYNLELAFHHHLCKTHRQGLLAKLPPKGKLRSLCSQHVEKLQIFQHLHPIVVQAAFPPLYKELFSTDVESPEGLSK
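Drosophila S2 cells stably expressing Gal4-DBD/mouse RORγ fusion under metallothionein promoter plus UAS-luciferase; compound 1 h, then 700 uM CuSO4 induction for 20 h at ambient temperature; inhibition read as reduced luminescence.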
BRCA1 expr act: BRCA1 expression activation | MCF7-BRCA1-FFLuc reporter, luminescence, 48 h; response scale: scaled: vehicle 0%, 10 µM genistein 100% | Potency, µM (titrated, usually from 46.1 µM), for inactives: top-dose activation, most hits filed as activators | 380,000 tested, 1.1% active; also: nearly all actives have a fitted effect of over 80% in size; some results filed as inactive show a strong effect at the top dose
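Using MCF7 cells harboring a BRCA1 firefly luciferase reporter, plated 2 h before compound pinning, the screen measured luminescence after 48 h incubation. Responses were normalized to DMSO and 10 microM genistein, then fitted for concentration-effect.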
p53 reactivator: restores transcriptional activity of mutant p53 | Potency, µM (top dose mostly 92.2 µM), inactives show at the highest dose activity change, positive = activation, hits mostly activators | 320,000 tested, 0.063% active | H1299 p53-A138V BP100-luciferase reporter, luminescence, 24 h | AID 504706; also: % of control where 0% means no effect; nearly all actives have a fitted effect of over 45% in size
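H1299 (p53-null), stable ts p53-A138V + BP100-Luc; 1000 cells/well, Opti-MEM/10% FBS; cpd 4 pt, 1:5; 24 h, 37 deg C, 5% CO2; detection reagent 10 min RT; luminescence.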
Rab9 promoter act: Rab9 promoter activation; Huh7 Rab9 promoter-luciferase reporter, luminescence, 24 h; Potency, µM (titrated, usually from 9.22 µM), for the others: at the highest dose activation, negative = inhibition, actives largely listed as activators; 320,000 tested, 2.8% active; AID 485297; also: % of control where 0% means no effect; nearly all actives have a fitted effect of over 60% in size
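Measured in stably transfected Huh7 cells bearing a Rab9 promoter–luciferase construct: 24 h compound treatment at 37 °C, followed by luminescence detection.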
uPA generation: cell surface uPA generation inhibition | Potency, µM (series often up to 38.3 µM), inactives show top-dose activity change, negative = inhibition, usual class: inhibitors | 330,000 tested, 0.31% active | cell surface uPA generation assay, qHTS; active = well fitted inhibition curve with a large enough effect; inconclusive = small, poorly fitted or top-dose-only effect; inactive = no such curve, though single readings can be large or run the other way; tested in mouse RAW 264.7 cells; also: % is scaled to controls: 0 for no effect and ±100 for the full control effect; nearly all actives have a fitted effect of over 55% in size
MLL CXXC-DNA inh: MLL CXXC-DNA interaction inhibition. Potency, µM (titrated, usually from 115 µM), inactives show top-dose activity change, negative = inhibition, hits mostly inhibitors. MLL-CXXC / FITC-HOXA9 DNA fluorescence polarization. Q03164. 290,000 tested, 0.037% active; active = well fitted inhibition curve with a large enough effect in the polarisation, with a control signal flat, not every such curve was filed as active; inconclusive = small, poorly fitted or top-dose-only effect, or effect the other way, or a change in a side signal; inactive = no such curve, though single readings can be large or run the other way; the % refers to the polarisation
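Steps: dispense CXXC domain solution (7 uM) → pin compounds or unlabeled HOX-A9 DNA control → 5 min ambient → add FLSN-HOX-A9 solution (50 nM) → spin → 30 min ambient → fluorescence polarization. Tris pH 7.5/NaCl/DTT/BSA buffer.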
* marks the source's active call; other numbers are inactive results; ? = inconclusive; . = not tested or not shown; [ ] = dose if it differs, or a comment. Unless noted, calls follow the shape of the dose curve; as a rule, active = well fitted curve in the direction sought with a large enough effect; inconclusive = small, poorly fitted or top-dose-only effect, or another doubt; inactive = no such curve, though single readings can be large; an effect the other way counts as inactive or inconclusive. Potency is read from the fitted curve at half-maximal effect. The list is partial. The share of hits here may be higher or lower than overall.

Molecule | Rab9 promoter act | ELG1 genotox | NPC1 promoter act | BRCA1 expr act | RORg inh | uPA generation | MBNL1 CUG block | p53 reactivator | FLuc counter | MLL CXXC-DNA inh | VP16 counter
CC(C)CCC(C(=O)O)C(C)CC(=O)NC1CCCCC1 (stereo not given) | -5% | -1% | -2% | 12% | -16% | . | -2% | -10% | 5% | 5% | 0%
COc1ccc(-c2noc(N3CCC(C(=O)NC(C)c4ccccc4)CC3)n2)cc1 (stereo not given) | -7% | -2% | -7% | -26% | 1% | ? | -9% | 8% | -18% | . | -2%
CC(C)n1c(C(O)c2ccccc2)nc2ccccc21 (stereo not given) | -1% | 0% | -2% | 2% | -20% | -2% | 5% | 2% | 2% | 3% | 24%
CCN(CC(=O)NCc1cccs1)C(=O)CN(C)S(=O)(=O)c1ccc(C)cc1 | -2% | 16% | -2% | -4% | . | 19% | . | 2% | 4% | . | .
CCOC(=O)C1CCN(C(=O)c2ccc(OC3CCN(C(=O)COC)CC3)cc2)CC1 | 15% | 2% | -3% | 14% | . | -13% | -4% | . | 1% | -6% | .
CCCc1nn2c(=O)cc(CSCC(=O)Nc3ccc(OC)cc3)nc2s1 | 5% | 2% | -6% | 1% | 0% | 3% | 3% | -2% | 1% | 3% | -5%
Cn1c2ccccc2c2c(C(=O)N3CCN(C(=O)c4ccco4)CC3)cn(C3CCCCC3)c(=O)c21 | -4% | 1% | -4% | -3% | 42% | -12% | -6% | 0% | -1% | 7% | -5%
CC(NC(=O)c1cccc(S(=O)(=O)N2CCN(C)CC2)c1)C1CC2CCC1C2 (stereo not given) | -8% | 1% | -7% | -15% | 32% | -18% | -4% | -1% | 5% | 5% | -6%
O=C1c2cccnc2C(=O)N1c1ccccc1-c1ccccc1 | 7% | 1% | 3% | 3% | -9% | 7% | ? | 0% | 0% | -1% | 2%
CC1Nc2ccccc2C(=O)N1NS(C)(=O)=O (stereo not given) | 4% | 0% | -4% | 0% | 1% | 0% | 9% | -3% | -2% | -1% | -2%
Cc1ccc(S(=O)(=O)Oc2ccc(/C=C3\C(=N)N4N=C(S(C)(=O)=O)SC4=NC3=O)cc2)cc1 | -1% | 1% | 2% | 16% | -1% | 9% | -3% | 1% | -8% | 11% | -3%
O=P(O)(Cc1ccccc1)Cc1ccccc1 | 5% | 0% | 2% | 7% | -12% | 3% | -5% | . | 6% | 0% | 4%
COc1cccc(CNC(=O)CCC2CCCN(C(=O)Cc3ccccc3F)C2)c1 (stereo not given) | -2% | 0% | 5% | -5% | -3% | -1% | -2% | -3% | -14% | -4% | -6%
Cc1ccc(Oc2ccc(-c3nc(N)nc(N)n3)cc2)cc1C | -3% | 6% | 1% | 2% | 4% | -9% | 2% | -2% | ? | 11% | ?
c1ccc2c(c1)nc(NCC1CCCO1)c1nnnn12 (stereo not given) | -1% | 11% | 1% | -11% | ? | 10% | -3% | ? | -5% | 31%[activator] | -6%
O=S(=O)(Nc1ccc(Cl)cc1)c1ccc(N2CCOCC2)c(NC(=S)NCCN2CCOCC2)c1 | 2% | -7% | -2% | -14% | 43% | -13% | -5% | -7% | -19% | -1% | -4%
Nc1ccc([N+](=O)[O-])cc1C(=O)NNC(=O)c1ccco1 | 1% | 1% | -4% | -4% | -10% | 3% | ? | 1% | ? | 23% | -2%
CCOc1ccc(CC(=NCCc2ccccc2)C2=C(O)CC(C)(C)CC2=O)cc1OCC | 1% | -5% | -1% | -12% | 30% | 2% | -3% | -3% | 3% | 8% | 6%
O=C(Nc1ccc(Cc2ccncc2)cc1)c1ccc(Br)o1 | 20% | 2% | 11% | ? | 42% | 2% | 5% | 13% | ? | 2% | 23%
O=c1[nH]c(C2CCN(S(=O)(=O)c3cccc([N+](=O)[O-])c3)CC2)nc2c1nnn2Cc1ccccc1 | 2% | 4% | -4% | -8% | 16% | 2% | 13% | 5% | -1% | -3% | -3%

Profiles from above:
Shown for `Nc1ccc([N+](=O)[O-])cc1C(=O)NNC(=O)c1ccco1` : Rab9 promoter act: 1%; ELG1 genotox: 1%; NPC1 promoter act: -4%; BRCA1 expr act: -4%; RORg inh: -10%; uPA generation: 3%; MBNL1 CUG block: ?; p53 reactivator: 1%; FLuc counter: ?; MLL CXXC-DNA inh: 23%; VP16 counter: -2%
Shown for `CC(NC(=O)c1cccc(S(=O)(=O)N2CCN(C)CC2)c1)C1CC2CCC1C2` (stereo not given) : Rab9 promoter act: -8%; ELG1 genotox: 1%; NPC1 promoter act: -7%; BRCA1 expr act: -15%; RORg inh: 32%; uPA generation: -18%; MBNL1 CUG block: -4%; p53 reactivator: -1%; FLuc counter: 5%; MLL CXXC-DNA inh: 5%; VP16 counter: -6%

Remaining list, next part:
Molecule | Rab9 promoter act | ELG1 genotox | NPC1 promoter act | BRCA1 expr act | RORg inh | uPA generation | MBNL1 CUG block | p53 reactivator | FLuc counter | MLL CXXC-DNA inh | VP16 counter
S=c1nc(C2CCCCC2)n(-c2ccccc2)[nH]1 | 6% | 0% | -1% | -18% | 2.8µM* | -3% | 1% | 4% | -18% | 5% | -4%
COc1ccc([C@@H]2[C@@H]3C(=O)N(C(C)(C)C)C(=O)[C@@H]3[C@]3(Cc4ccc(Cl)cc4)C(=O)N(c4cccc(F)c4)C(=O)N23)cc1 | -2% | 1% | -8% | -38% | . | 2% | . | 3% | 1% | . | .
COc1ccc(NC(=O)COc2ccc3c(c2)CCC3)cc1 | 3% | 1% | 1% | 0% | 35% | -7% | -4% | -3% | ? | -3% | -8%
CCC(C(=O)N1CCN(c2ccccn2)CC1)n1nc(C)n2c(cc3occc32)c1=O (stereo not given) | -4% | 2% | -1% | -4% | 20% | -3% | 2% | -2% | 1% | -2% | 0%
O=C(C1CCN(S(=O)(=O)c2ccc(Cl)cc2)CC1)N1CCN(c2ccccn2)CC1 | -4% | -7% | 3% | -7% | . | -14% | . | -12% | 3% | . | .
CCC1CCCCN1C(=O)c1cc(-c2ccc(Cl)c(Cl)c2)on1 (stereo not given) | ? | ? | ? | 11µM* | -35% | ? | -11% | ? | 19µM* | 4% | ?
CCOC(=O)CC(NS(=O)(=O)c1ccc(NC(C)=O)cc1)c1ccc(OCC)cc1 (stereo not given) | -5% | 0% | -2% | 3% | ? | -1% | -10% | 3% | 0% | 7% | -3%
COCCCNC(=O)C1CCN(c2ccc(N3CCOCC3)nn2)CC1 | -1% | 3% | -2% | -4% | 6% | 6% | 17% | -2% | -5% | -8% | 2%
Cc1nc2cc(-c3ccccc3)nn2c(C)c1CCC(=O)N1CCN(c2ccccn2)CC1 | -6% | -6% | 2% | . | ? | . | -1% | -6% | ? | 17% | 6%
CCN(CC(=O)Nc1ccc(NC(C)=O)cc1)C(=O)CCCOc1cccc(C)c1 | -5% | ? | 0% | -11% | . | -3% | . | -8% | -9% | . | .
CC(=O)c1ccc(N2CCN(Cc3nc(Cc4ccccc4)no3)CC2)cc1 | -1% | -2% | -7% | -18% | 3.5µM* | 0% | 8% | -5% | 0% | 0% | ?
CCOC(=O)C1=C(C)N(CCCCCC(=O)O)C(=O)NC1c1ccc([N+](=O)[O-])cc1 (stereo not given) | 0% | 4% | -1% | 2% | -1% | -2% | 16% | . | 8% | 3% | -3%
Cc1cc(O)c(C(C[N+](=O)[O-])c2ccc(Cl)cc2)c(=O)o1 (stereo not given) | -4% | 6% | -1% | -1% | -4% | -5% | 4% | 14% | -2% | -8% | -12%
Cc1cccc(NC(=O)[C@H](C)NC(=O)[C@@H]2Cc3ccccc3CN2C(=O)OC(C)(C)C)c1 | 11% | 0% | 0% | 2% | 0% | 4% | 2% | 5% | 4% | 10% | -6%
O=C(c1ccc(CNS(=O)(=O)c2cccc(Cl)c2)cc1)N1CCCCC1 | -1% | -10% | -1% | -8% | 44% | 1% | 1% | -3% | 0% | 9% | -12%
COc1cc(SC)ccc1C(=O)Nc1ccc2c(c1)CCN2S(C)(=O)=O | -4% | 3% | -3% | 6% | ? | 0% | 4% | -1% | ? | -1% | 4%

RORg inh, what is marked active above
SMILES,Rab9 promoter act,NPC1 promoter act,RORg inh,uPA generation,p53 reactivator,MLL CXXC-DNA inh
S=c1nc(C2CCCCC2)n(-c2ccccc2)[nH]1,6%,-1%,2.8µM*,-3%,4%,5%
CC(=O)c1ccc(N2CCN(Cc3nc(Cc4ccccc4)no3)CC2)cc1,-1%,-7%,3.5µM*,0%,-5%,0%

Screening results as filed in PubChem BioAssay.
